# High-throughput results (PubChem)
# SENP8 block = SENP8 protease inhibition; Q96LD8; purified SENP8, Z-RLRGG-aminoluciferin cleavage, luminescence; inhibition, % at 10 µM; hit rate 1.2% among 330,000
# EBI2 block = antagonists of human EBI2 receptor; EBI2 beta-arrestin recruitment, luminescence, 7a,25-OHC stimulated; P32249; inhibition, % at 5 µM; AID 651636; hit rate 0.81% among 360,000; in the data active = inhibition above about 38%;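 note: enzyme fragment complementation signal reports receptor beta-arrestin coupling in cells; 0% = agonist plus DMSO wells and 100% = wells without agonist; some results beyond the cut were filed as inactive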
# Target sequence (P32249 whole entry, looked up, the tested form may be a part): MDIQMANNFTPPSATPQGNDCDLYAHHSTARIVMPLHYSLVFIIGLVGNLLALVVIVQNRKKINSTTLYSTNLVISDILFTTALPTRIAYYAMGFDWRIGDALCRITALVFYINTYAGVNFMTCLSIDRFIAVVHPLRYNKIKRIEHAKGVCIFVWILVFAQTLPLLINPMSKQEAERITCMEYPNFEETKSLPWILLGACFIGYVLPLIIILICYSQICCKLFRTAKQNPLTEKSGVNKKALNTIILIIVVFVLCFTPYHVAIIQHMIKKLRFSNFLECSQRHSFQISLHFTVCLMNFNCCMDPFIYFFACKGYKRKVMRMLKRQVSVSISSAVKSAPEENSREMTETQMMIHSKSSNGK
# Gli-Sufu block = Gli-Sufu pathway antagonism | Sufu-KO-LIGHT fibroblasts, Gli luciferase reporter luminescence | inhibition, % at 5 µM | hit rate 0.74% among 340,000;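 active = inhibition above about 55%, limit read from the data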;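 note: 0% = DMSO-treated cells and 100% = wells with medium but no cells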
# UBC13 inh = inhibitors of human UBC13 polyubiquitin chain formation. TR-FRET. inhibition, % at 20 µM. P61088. hit rate 0.47% among 330,000; in the data active = inhibition above about 45%, passing the limit was not always enough
# Target sequence (P61088 whole entry, looked up): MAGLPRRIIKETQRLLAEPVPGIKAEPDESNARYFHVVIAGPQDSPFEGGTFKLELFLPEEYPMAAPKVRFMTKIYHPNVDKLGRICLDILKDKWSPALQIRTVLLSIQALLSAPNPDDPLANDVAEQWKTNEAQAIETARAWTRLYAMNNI
# Jurkat NFkB inh = lowers PMA/ionomycin-induced NF-kB signal in Jurkat cells. PMA/ionomycin-induced NF-kB luciferase reporter, luminescence. inhibition, % at 4 µM. hit rate 0.53% among 330,000
# CCR6 antag = antagonists of human CCR6 receptor; inhibition, % at 20 µM; hit rate 0.49% among 340,000; CHO-K1 CCR6 PathHunter beta-arrestin, luminescence, CCL20-stimulated; P51684; AID 493098;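 active = compounds whose inhibition of the agonist-driven luminescence signal at 20 µM reaches about 50%, limit read from the data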;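 note: cells stimulated with CCL20 at 14 nM final; plate controls were DMSO with CCL20 for no effect and DMSO without agonist for full effect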
# Target sequence (P51684 whole entry, looked up): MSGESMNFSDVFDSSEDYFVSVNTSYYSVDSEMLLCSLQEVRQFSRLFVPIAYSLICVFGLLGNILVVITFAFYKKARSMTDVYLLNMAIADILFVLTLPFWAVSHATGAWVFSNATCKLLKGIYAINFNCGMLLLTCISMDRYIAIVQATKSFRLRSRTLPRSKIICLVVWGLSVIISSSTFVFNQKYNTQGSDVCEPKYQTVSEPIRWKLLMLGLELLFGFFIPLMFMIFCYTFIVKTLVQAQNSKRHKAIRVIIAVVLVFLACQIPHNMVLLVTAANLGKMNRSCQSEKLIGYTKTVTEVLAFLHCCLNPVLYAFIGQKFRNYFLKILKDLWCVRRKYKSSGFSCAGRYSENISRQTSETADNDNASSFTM
# Apaf1 inhib = inhibitors of human Apaf-1 apoptosome. hit rate 0.71% among 330,000. O14727. inhibition, % at 20 µM. AID 489030. reconstituted apoptosome caspase-3 activity, DEVD-Rh110 fluorescence; active = inhibition of at least 40% at 20 µM;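 note: plate controls were DMSO wells for no effect and DEVD-CHO caspase inhibitor wells for full effect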
#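 Material: reconstituted apoptosome with Apaf-1, cytochrome c, caspase-9, procaspase-3, dATP; medium: pH 7.5 Hepes buffer with CHAPS, BSA, DTT; also added: cytochrome c and DEVD-Rh110 substrate; timing: 30 min plus 50 min, RT; signal: Rh110 fluorescence intensity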
# 697 NFkB inh = inhibitors of the PMA/ionomycin-induced NF-kB reporter in 697 B cells; 697 B-cell NF-kB luciferase reporter, 16 h; inhibition, % at 4 µM; hit rate 0.33% among 330,000; AID 435022; in the data active = inhibition above about 35%
# Starred values were filed as active, the others as inactive; nt = not tested or not shown. Cut-off read from the data, not from the text of the source, unless noted: active = inhibition above about 50%; inactive = the rest. The list is partial; the hit share may differ from the screen's.
canonical_smiles,SENP8 block,EBI2 block,Gli-Sufu block,UBC13 inh,Jurkat NFkB inh,CCR6 antag,Apaf1 inhib,697 NFkB inh
COC(=O)C1=C(C)NC(=O)/C1=C\c1cc(C)n(-c2ccccc2F)c1C,0,0,-8,1,6,17,2,11
C=CC(=O)Oc1ccc(N2Cc3ccccc3C2=O)cc1,17,-41,-24,-3,-29,32,1,-51
CCCCn1c(N)c(N(CCOC)C(=O)C2CC(=O)N(Cc3ccc(C)cc3)C2)c(=O)[nH]c1=O (stereo unspecified),14,-9,-8,3,12,6,-6,7
CCCn1nnnc1NC(=O)COc1ccc(CC)cc1,-2,-6,-1,-5,3,-3,-3,23
COc1ccc(C(=O)N2C(=O)c3ccc(N)cc3C2=O)cc1,-5,3,1,4,-1,7,-20,-3
CCCCC(=O)NC(=S)Nc1c(C)cc(Br)cc1C,3,-5,-5,6,6,9,7,-14
Cc1cc(C)c(NC(=O)CN2CCOCCOCCOCCOCC2)c(C)c1,-3,-5,-14,6,-1,1,10,3
COc1cccc(/C=N/Nc2snc(SC)c2C#N)c1,5,-7,-15,3,-38,-14,-15,-84
COc1ccc(C(=O)COC(=O)CNC(=O)c2ccc(Cl)cc2Cl)c(OC)c1,0,0,-3,2,6,11,12,23
O=C(O)c1cccc(N2C(=O)c3cccc4c(Cl)ccc(c34)C2=O)c1,2,-6,-5,-18,-2,-12,7,29
Cc1cccc(NC(=O)CCNS(=O)(=O)c2ccc(Cl)cc2)c1,-6,3,2,-6,-7,19,6,10
O=C(CCC1CCCCC1)NCc1cccs1,0,0,-10,-5,3,15,0,30
CCc1nnc(NC(=O)Cc2cc(OC)c(OC)c(OC)c2)s1,1,-4,47,-4,3,3,-3,-10
O=C(c1cn(-c2ccccc2)nc1-c1cccs1)N1CCN(c2ccccn2)CC1,-1,-8,-12,4,6,-4,31,-5
Cc1cc2ncn(-c3ncnc4sc5c(c34)CCC(C)C5)c2cc1C (stereo unspecified),-1,12,2,18,15,6,3,8
CCOC(=O)CNC(=O)N1CCC(CCC(=O)N(C)Cc2ccccc2)CC1,12,-3,6,-7,-3,14,-9,13
CCOC(=O)COc1ccc2c(c1)c(C(C)=O)c(C)n2-c1ccc(OC)cc1,4,35,-10,-5,-4,10,18,-37
C=CCn1c(COc2cccc3cccnc23)nnc1SCC(=O)OC,1,4,2,7,-6,11,-6,12
O=C(O)CCCN1C(=O)c2cccc3cccc(c23)C1=O,-5,-2,24,-10,0,4,-5,-19
Cc1ccc(-n2nnnc2SC(C(=O)c2c[nH]c3ccccc23)c2ccccc2)cc1 (stereo unspecified),2,-17,-5,1,7,9,10,8
CCn1nnc(-c2ccccc2NS(=O)(=O)c2ccc(C(=O)OC)cc2)n1,-8,4,11,-5,16,10,5,-1
Cc1cc(C)c2nc(N3CCC(C(=O)NCCCN4CCCC4=O)CC3)sc2c1,2,6,2,0,-20,14,4,-53
COc1ccccc1CNC(=O)c1ccc(Cl)c(S(=O)(=O)N2CCCC2)c1,0,-13,1,17,0,7,-1,15
O=C(CN1C(=O)S/C(=C/c2cccnc2)C1=O)N1CCOCC1,0,-9,3,-4,-4,-8,-3,5
CC(=O)N1CCN(Cc2nc3cc(NC(=O)c4ccc(Cl)cc4)ccc3n2C)CC1,2,-2,-13,6,26,12,-12,-6
COc1ccc(NC(=O)C(=S)N2CCCC2)cc1,-1,-6,10,-2,-13,-2,-7,-18
CCOC(=O)c1[nH]cnc1C(=O)Nc1ccc(F)cc1,0,-5,-15,-20,-14,10,6,-6
C=CCn1c(SCC(=O)c2cccs2)nc2sc(C)cc2c1=O,-4,9,11,7,1,2,18,2
O=C(Nc1cccnc1)Nc1ccc2c(c1)OCO2,5,-5,-41,0,-34,8,-4,-26
CC1(C)CC(=O)N(c2cc(Cl)cc(Cl)c2)C(=O)C1,-5,10,-26,-5,-10,-1,5,7

# 17 of these compounds in a different format:
# Value order: SENP8 block, EBI2 block, Gli-Sufu block, UBC13 inh, Jurkat NFkB inh, CCR6 antag, Apaf1 inhib, 697 NFkB inh
Cc1cccc(NC(=O)CCNS(=O)(=O)c2ccc(Cl)cc2)c1
  -6, 3, 2, -6, -7, 19, 6, 10
O=C(CCC1CCCCC1)NCc1cccs1
  0, 0, -10, -5, 3, 15, 0, 30
CCc1nnc(NC(=O)Cc2cc(OC)c(OC)c(OC)c2)s1
  1, -4, 47, -4, 3, 3, -3, -10
O=C(c1cn(-c2ccccc2)nc1-c1cccs1)N1CCN(c2ccccn2)CC1
  -1, -8, -12, 4, 6, -4, 31, -5
Cc1cc2ncn(-c3ncnc4sc5c(c34)CCC(C)C5)c2cc1C (stereo unspecified)
  -1, 12, 2, 18, 15, 6, 3, 8
CCOC(=O)CNC(=O)N1CCC(CCC(=O)N(C)Cc2ccccc2)CC1
  12, -3, 6, -7, -3, 14, -9, 13
CCOC(=O)COc1ccc2c(c1)c(C(C)=O)c(C)n2-c1ccc(OC)cc1
  4, 35, -10, -5, -4, 10, 18, -37
C=CCn1c(COc2cccc3cccnc23)nnc1SCC(=O)OC
  1, 4, 2, 7, -6, 11, -6, 12
O=C(O)CCCN1C(=O)c2cccc3cccc(c23)C1=O
  -5, -2, 24, -10, 0, 4, -5, -19
Cc1ccc(-n2nnnc2SC(C(=O)c2c[nH]c3ccccc23)c2ccccc2)cc1 (stereo unspecified)
  2, -17, -5, 1, 7, 9, 10, 8
CCn1nnc(-c2ccccc2NS(=O)(=O)c2ccc(C(=O)OC)cc2)n1
  -8, 4, 11, -5, 16, 10, 5, -1
Cc1cc(C)c2nc(N3CCC(C(=O)NCCCN4CCCC4=O)CC3)sc2c1
  2, 6, 2, 0, -20, 14, 4, -53
COc1ccccc1CNC(=O)c1ccc(Cl)c(S(=O)(=O)N2CCCC2)c1
  0, -13, 1, 17, 0, 7, -1, 15
O=C(CN1C(=O)S/C(=C/c2cccnc2)C1=O)N1CCOCC1
  0, -9, 3, -4, -4, -8, -3, 5
CC(=O)N1CCN(Cc2nc3cc(NC(=O)c4ccc(Cl)cc4)ccc3n2C)CC1
  2, -2, -13, 6, 26, 12, -12, -6
COc1ccc(NC(=O)C(=S)N2CCCC2)cc1
  -1, -6, 10, -2, -13, -2, -7, -18
CCOC(=O)c1[nH]cnc1C(=O)Nc1ccc(F)cc1
  0, -5, -15, -20, -14, 10, 6, -6

# (cont.)
canonical_smiles,SENP8 block,EBI2 block,Gli-Sufu block,UBC13 inh,Jurkat NFkB inh,CCR6 antag,Apaf1 inhib,697 NFkB inh
O=C(CCN1C(=O)/C(=C/C=C/c2ccccc2)SC1=S)Nc1nc2ccccc2s1,1,12,11,-20,-4,11,-8,-15
COc1ccc(/C=C2\N=C(C)N(c3ccc(C(=O)O)cc3)C2=O)cc1OC,-2,-1,-12,-10,13,4,-5,20
CCOC(=O)C1=C(COC(=O)c2ccc(Br)o2)NC(=O)NC1C (stereo unspecified),-4,-2,18,-3,-8,0,15,-14
CC(C)c1csc(CN2CCCC(CCC(=O)NCc3ccccc3F)C2)n1 (stereo unspecified),-13,-4,49,-3,-1,1,-1,-29
O=C(NCC(=O)N(Cc1ccc(F)cc1)C(C(=O)NC1CCCC1)c1ccco1)c1ccco1 (stereo unspecified),9,6,9,-5,-9,-2,-1,-6
O=C1C=C(Nc2ccc(Cl)cc2)C(=O)N1c1ccc(Cl)cc1,0,-8,-23,0,7,-4,-13,-17
CCN(CC)C(=O)c1sc(NC(=O)c2ccco2)c(C#N)c1C,-8,-7,0,-9,1,8,-12,-2
Nc1c(NCc2ccccc2)c(=O)[nH]c(=O)n1Cc1ccccc1,0,-11,1,-10,-30,18,13,-40
CC(C)n1c(SCC(=O)NCc2ccco2)nnc1C1CC1,5,4,4,-6,-6,15,15,-2
CC(=O)Nc1ccc(-c2cc(NC(C)=O)n(-c3ccccc3)n2)cc1,-2,1,-2,-5,-11,7,4,-10
O=[N+]([O-])c1ccc(NCc2ccccc2N2CCC(CO)CC2)nc1,-1,5,4,2,0,22,5,9
CC(NC(=O)c1ccc(S(=O)(=O)N(C)C)cc1)c1ccccc1 (stereo unspecified),1,1,2,6,8,-3,-3,13
COC(=O)CSc1nc2ccc(NC(C)=O)cc2s1,3,0,10,8,7,-20,2,17
Cc1c(C=O)c2ccccc2n1CC(=O)NCc1ccccc1,-1,-3,0,12,-2,17,6,-34
O=C(CN1CCN(c2ncccn2)CC1)NCc1ccc2c(c1)OCO2,6,0,-3,-8,12,7,-3,26
CCN1C(=O)c2cccc3cccc1c23,3,-9,0,22,-8,9,4,17
O=C(O)Cn1nnnc1SCC(=O)Nc1ccc(F)cc1F,-4,-14,5,6,-1,1,-5,16
O=C(N/N=C1\CC2CC=CC12)c1ccc(COc2ccccc2)cc1 (stereo unspecified),-5,-9,-12,-2,-8,-1,11,9
O=C(CC1Nc2ccccc2NC1=O)c1ccccc1 (stereo unspecified),59*,nt,nt,-26,-70,nt,10,-84
NC(=O)NC(=O)COC(=O)/C=C/c1cccs1,-3,-4,6,-9,-6,7,0,0
CC(=O)c1cccc(NC(=O)c2ccc3c(Cl)c4c(nc3c2)CCCC4)c1,-9,-30,-6,-2,-5,6,5,-14
CC(Sc1nnc2ccccn12)C(=O)Nc1ccc(N2CCOCC2)cc1 (stereo unspecified),5,-2,0,0,10,-2,-9,8
CC(=O)c1cccc(NC(=S)NC(=O)c2ccccc2)c1,-9,-2,-54,-4,-69,29,11,-133
CCCc1cc(=O)[nH]c(SCC(=O)NC)n1,0,2,8,-4,9,-10,-20,17
O=C(Cn1cc(C(=O)c2cccs2)c2ccccc21)NC1CCCCC1,-1,-3,5,61*,10,6,10,11
C=CCSc1nnc2n(CCc3ccccc3)c(=O)c3c4c(sc3n12)COC(C)(C)C4,-1,5,-14,-13,-36,16,28,-80
CCOC(=O)c1cc(-c2csc(Nc3c(C)cc(C)cc3C)n2)on1,-4,9,8,10,-13,1,4,-8
C=CCN1C(=O)C2(OCCCO2)c2cc(C)ccc21,0,-3,-16,9,-6,1,7,-3
CC(NC(=O)CCN1C(=O)c2ccccc2C1=O)c1ccc2c(c1)CCCC2 (stereo unspecified),-1,-5,-10,4,5,8,-4,-7
Cc1ccc(N(CC(=O)Nc2ccc(C)cc2C)S(=O)(=O)N2CCCC2)cc1,1,12,-3,8,-3,19,-6,14
Cc1ccc(OCC(=O)Nc2ccc(N3CCN(C(=O)c4ccco4)CC3)cc2)cc1,-7,34,34,15,6,-1,4,6
NC(=O)c1ccc(SCC(=O)OCC(=O)N2CCCC2=O)c([N+](=O)[O-])c1,-5,0,2,-2,5,4,-1,3
Cc1ccc2cc(C3CC(c4ccco4)=NN3C(=O)CCC(=O)O)c(Cl)nc2c1 (stereo unspecified),-1,-2,3,-3,-8,-21,6,8
COC(=O)c1c(C)[nH]c(C=O)c1-c1ccccc1,3,-3,-46,3,-16,4,-20,-24
COc1ccc(NC(=O)c2ccc(-c3ccc(OC)cc3)s2)cc1,-3,-9,-19,-16,-10,17,-9,-66
O=C(c1noc2c1CCCC2)N1CCC(CO)(Cc2ccccc2Cl)CC1,-4,-9,7,1,-8,7,9,-16
O=C(NNC1CC(=O)N(c2ccc(Br)cc2)C1=O)c1cccnc1 (stereo unspecified),-1,-4,-4,6,4,14,-17,9
C/C(CC(=O)NC(C)(C)C)=N\NC(=O)c1ccccc1N,-9,-10,-6,6,10,0,-2,11
COCC(=O)Nc1cc(C(=O)Nc2ccccc2C)ccc1Cl,-1,-12,-9,-5,-16,14,-25,-20
Cc1cc(OC(C)C(=O)Nc2cccnc2)ccc1Cl (stereo unspecified),-2,7,-8,6,-1,0,-2,5
